HCV inh = qHTS Assay for Inhibitors of Hepatitis C Virus (HCV). Huh7.5.1 HCVcc-Cre infection, luciferase reporter, 44 h. Potency, µM (doses to about 41.8 µM), inactives show at the highest dose activity change, negative = inhibition, actives largely listed as inhibitors. actives 3.4% (n = 340,000); further: potency means the concentration at half of the fitted maximal effect
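A cell-based infection assay in which seeded cells (1,000 per well) receive test compound after 4 h, are inoculated with HCVcc-Cre at approximately 0.5 moi, and are incubated 44 h before luminescence detection.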
AMA1-RON2 inh = qHTS for Inhibitors of AMA1-RON; Towards Development of Antimalarial Drug Lead: Primary Screen | AID 720542, 2013 | Potency, µM (doses to about 58.2 µM), inactives show at the highest dose activity change, negative = inhibition, actives largely listed as inhibitors | actives 0.2% (n = 360,000) | AlphaScreen AMA1-biotinylated RON2 peptide binding;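 further: potency means the concentration at half of the fitted maximal effect; 0% = vehicle wells and -100% = peptide control; nearly all actives have a fitted effect of over 45% in size; some results filed as inactive show a strong effect at the top dose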
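AMA1 (3D7) with his tag at 25 nM final met compounds first, then biotinylated RON2 peptide at 25 nM; detection used donor plus acceptor beads, 10 µg/mL apiece, read by AlphaScreen after 30 min at room temperature.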
HCMV inh = qHTS Assay for inhibitors of the human cytomegalovirus (HCMV); HFF cells, HCMV-luciferase reporter, 72 h; hits give low values; activity change, negative = inhibition, % at 57.5 µM; actives 4.5% (n = 410,000); in the data active means activity change below about -60%; inconclusive means no clear call, values can overlap the other calls; inactive means above about -39%
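HFF cells seeded 16 h at 37C, treated with compounds, infected with luciferase-reporter HCMV at MOI 1 PFU/cell; luciferase read at 72 h post infection, normalized to buffer-only and Salinomycin controls.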
TbPYK inhibitor = qHTS of Trypanosoma Brucei Inhibitors; Potency, µM (top dose mostly 76.8 µM), for the others: top-dose activity, negative = inhibition, usual class: inhibitors; pyruvate kinase (Trypanosoma brucei), Q57TT1; actives 0.12% (n = 410,000); TbPYK enzyme, Kinase-Glo Plus ATP luminescence, 45 min; AID 624173, 2012; further: potency means the concentration at half of the fitted maximal effect; nearly all actives have a fitted effect of over 50% in size
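Quantitative HTS: titrated library compounds versus trypanosomal pyruvate kinase in TEA buffer (pH 7.2) containing KCl, MgCl2, BSA and Tween-20. Reactions were initiated with ADP, 130 uM final. Kinase-Glo Plus luminescence was read after 45 min at RT.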
AmpC no deterg = qHTS Inhibitors of AmpC Beta-Lactamase (assay without detergent). actives 0.52% (n = 330,000). AID 485341, 2010. Potency, µM (series often up to 57.1 µM), for inactives: at the highest dose activity change, negative = inhibition, actives largely listed as inhibitors. AmpC nitrocefin hydrolysis, absorbance 480 nm, 0.0001% Triton;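 further: potency means the concentration at half of the fitted maximal effect; plate controls were no compound for no effect and no enzyme for full effect; nearly all actives have a fitted effect of over 20% in size; some results filed as inactive show a strong effect at the top dose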
Target sequence (P00811 whole entry, looked up): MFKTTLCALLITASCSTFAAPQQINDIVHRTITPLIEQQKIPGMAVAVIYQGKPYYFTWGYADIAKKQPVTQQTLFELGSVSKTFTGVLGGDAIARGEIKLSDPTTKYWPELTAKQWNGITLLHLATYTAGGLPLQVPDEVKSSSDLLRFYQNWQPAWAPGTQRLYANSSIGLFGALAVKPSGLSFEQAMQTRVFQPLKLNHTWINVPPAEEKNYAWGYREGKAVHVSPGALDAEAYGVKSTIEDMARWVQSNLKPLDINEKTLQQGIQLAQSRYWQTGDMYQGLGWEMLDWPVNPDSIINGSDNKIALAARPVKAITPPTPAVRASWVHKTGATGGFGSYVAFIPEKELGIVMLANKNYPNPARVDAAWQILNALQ
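20 mM phosphate pH 7.0 + 0.01% (detergent screen) or 0.0001% Triton X-100; 5.3 nM AmpC reagent; cpd preinc 15 min RT; nitrocefin (800 uM stock) to start; A480 q20 s × 4 min; Activity was normalised to no-enzyme and no-compound control wells.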
AmpC detergent = qHTS Inhibitors of AmpC Beta-Lactamase (assay with detergent); P00811; AmpC hydrolysis of nitrocefin, absorbance 480 nm, 0.01% Triton; Potency, µM (highest dose often 114 µM), inactives show at the highest dose activity change, negative = inhibition, actives largely listed as inhibitors; actives 0.041% (n = 370,000); AID 485294, 2010;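 further: potency means the concentration at half of the fitted maximal effect; 0% = no-compound wells and -100% = no-enzyme wells; nearly all actives have a fitted effect of over 25% in size; some results filed as inactive show a strong effect at the top dose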
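AmpC (5.3 nM in the dispensed reagent) in 20 mM phosphate pH 7.0 with 0.01% (detergent screen) or 0.0001% Triton X-100 was preincubated with compounds for 15 min at room temperature. Nitrocefin was then added from an 800 uM solution, and hydrolysis was followed at 480 nm.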
LmPK inhibitor = qHTS Assay for Inhibitors of Leishmania Mexicana Pyruvate Kinase (LmPK). Q27686. purified LmPK, Kinase-Glo ATP luminescence, 1 h. Potency, µM (titrated, usually from 57.5 µM), for inactives: at the top dose activity change, negative = inhibition, usual class: inhibitors. actives 0.37% (n = 290,000); further: potency means the concentration at half of the fitted maximal effect
Target sequence (Q27686 whole entry, looked up): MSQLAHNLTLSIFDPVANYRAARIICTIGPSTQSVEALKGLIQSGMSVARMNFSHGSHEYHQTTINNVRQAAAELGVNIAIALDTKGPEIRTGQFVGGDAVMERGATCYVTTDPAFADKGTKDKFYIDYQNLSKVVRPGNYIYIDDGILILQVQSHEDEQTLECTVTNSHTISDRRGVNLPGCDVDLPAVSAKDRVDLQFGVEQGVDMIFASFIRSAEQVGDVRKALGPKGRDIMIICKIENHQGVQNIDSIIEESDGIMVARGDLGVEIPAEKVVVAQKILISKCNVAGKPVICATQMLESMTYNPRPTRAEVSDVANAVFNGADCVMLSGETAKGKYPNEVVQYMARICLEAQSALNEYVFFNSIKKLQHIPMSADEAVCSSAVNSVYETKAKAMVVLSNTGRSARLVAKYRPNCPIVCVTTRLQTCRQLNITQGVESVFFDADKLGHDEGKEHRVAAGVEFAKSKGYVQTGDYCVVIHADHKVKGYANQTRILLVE
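Purified LmPK (0.1 nM) converted ADP (0.1 mM) to ATP with PEP (0.5 mM) in imidazole buffer pH 7.2 with KCl and MgCl2, 1 h at room temperature. ATP was read by Kinase-Glo luminescence; data normalized to uninhibited and no-enzyme controls.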
Starred values were filed as active, the others as inactive; ? = inconclusive; nt = no result given; [ ] = remark or other dose. Unless noted, the call rests on the fitted dose curve; in most records, active means well fitted curve in the direction sought with a large enough effect; inconclusive means small, poorly fitted or top-dose-only effect, or another doubt; inactive means no such curve, though single readings can be large; an effect the other way counts as inactive or inconclusive. Unless noted, on the % scale 0 is the no-effect control and ±100 the full control effect.

Structure	AMA1-RON2 inh	AmpC detergent	AmpC no deterg	HCMV inh	TbPYK inhibitor	LmPK inhibitor	HCV inh
COc1ccc(C(=O)NNC(=O)CSc2nc3c([nH]2)c(=O)n(C)c(=O)n3C)cc1	61%[activator]	-1%	-24%	11	5%	-6%	8%
Cn1cnc(S(=O)(=O)N2CCCCC2c2cc(C(=O)Nc3ccc(F)c(Cl)c3)no2)c1 (stereo not drawn)	0%	nt	nt	25	-4%	nt	nt
COc1cc(C(=O)n2nc(-c3ccco3)nc2NCc2ccc(Cl)cc2)cc(OC)c1OC	nt	13%	nt	28	-8%	nt	nt
CCCCOC(=O)C1=C(C)NC(=O)NC1c1ccc([N+](=O)[O-])s1 (stereo not drawn)	9%[2.32 µM]	-10%	-11%	-20	?	-2%	9%
CC1CCCCN1C(=O)CSc1n[nH]c(-c2ccccc2Cl)n1 (stereo not drawn)	nt	15%	nt	51	-7%	nt	nt
Cc1cc(C)cc(N2CCCC2=O)c1	13%	-2%	-23%	3	-4%	5%	8%
C=C(C)C(=O)Nc1cccc(C2=NOC3(C2)C[C@@H](C(N)=O)N(C(=O)/C(C)=C/C)C3)c1 (stereo partly drawn)	10%	-8%	1%	-32	-9%	3%	16%
CC(=O)Nc1ccc(NC(=O)CSc2nnc(C3CC3)n2-c2ccccc2)cc1	16%	8%	-2%	0	?	nt	-9%
CCCCn1c(N)c(N(CC(C)C)C(=O)c2cccc(S(=O)(=O)N(C)c3ccc(C)cc3)c2)c(=O)[nH]c1=O	6%	-14%	-29%	-9	1%	nt	10%
CCN(C[C@H]1N[C@@](CC)(C(=O)OC)[C@H]2C(=O)N(C)C(=O)[C@@H]12)C(=O)NC(C)C	1%	nt	-10%	-2	1%	nt	2%
FC(F)(F)c1cccc(Nc2cc(-c3ccccc3)nc3ncnn23)c1	13%	3%	-19%	?	-14%	5%	9%
COc1ccc(S(=O)(=O)N2CCc3ccccc32)cc1C(=O)Nc1ccc(C(N)=O)cc1	0%	-2%	32%	-38	10%	nt	?
COC(=O)N[C@@H]1C[C@H]2[C@@H]3CC[C@H]4C[C@@H](OC)CC[C@]4(C)[C@H]3CC[C@]12C	0%	8%	44%	-18	1%	nt	6%
CN(Cc1ccccc1)c1nc2c(c(=O)[nH]c(=O)n2C)n1Cc1ccccc1Cl	5%	?	-20%	9	2%	2%	-13%
COC(CNC(=O)C1CCN(C(=O)c2cc3oc(C)cc3n2Cc2c(F)cccc2Cl)CC1)OC	2%	3%	194%[activator]	-67*	-24%	8%	-2%
Cn1c(CC(=O)Nc2ccccc2F)nnc1SCC(=O)NC1CCCC1	0%	-5%	-16%	-16	-1%	-3%	11%
Cc1ncoc1C(=O)N1CCCC(C(=O)c2ccc(C(F)(F)F)cc2)C1 (stereo not drawn)	0%	?	-25%	4	-1%	4%	-1%
CNC(=O)NC(=O)CSc1nc2sccc2c(=O)n1-c1ccccc1	37%[activator]	-4%	-13%	40	3%	8%	9%
Cn1c(=O)c(C(=O)CN2CCc3ccccc32)c(N)n(Cc2ccccc2)c1=O	-6%	-1%	-25%	17	-16%	0%	-28%
COc1cccc(CN2CCN(Cc3cccn3-c3cccnc3)CC2CCO)c1 (stereo not drawn)	-5%	0%	47%	-21	4%	-1%	10%
Cc1ccc(Cl)cc1NC(=O)Cn1ncc2c(C)n(Cc3ccccc3F)c(C)c2c1=O	nt	-4%	nt	17	6%	nt	nt
N=C1/C(=C/c2ccc(OCc3ccccc3F)cc2)C(=O)N=C2SC(CC(=O)N3CCOCC3)=NN12	55%[activator]	-7%	1%	-7	4%	0%	17%
CSCCC(NC(=O)c1ccccc1Cl)C(=O)NCC1COc2ccccc2O1 (stereo not drawn)	6%	-13%	-15%	-31	5%	nt	6%
CCn1c2ccc(C)cc2c2nnc(SCCN3CCOCC3)nc21	27%	6%	8%	?	-7%	2%	-5%
Cc1ccc(-n2c(O)c(C=N)c(=O)n(-c3ccc(C)cc3)c2=O)cc1	-3%	-9%	-18%	34	4%	-1%	-6%
O=c1[nH]oc(O)c1-c1ncc(C(F)(F)F)cc1Cl	31%[activator]	-5%	-20%	5	6%	0%	19%
CCOC(=O)CNC(=O)COc1coc(CN2CCN(c3ccccc3F)CC2)cc1=O	-16%	?	-3%	45	-2%	-10%	10%
COC(=O)CSc1nc2c(c(C3CC=CCC3)c1C#N)CCC2 (stereo not drawn)	16%	-7%	-11%	-7	-8%	7%	?
COC(=O)CCCC(=O)NC(C)c1cnn(-c2ccccc2C)c1C (stereo not drawn)	-7%	9%	-14%	?	-1%	0%	5%
CC1CCCCC1NC(=O)C1CCC(CNS(=O)(=O)c2ccc(F)cc2)CC1 (stereo not drawn)	-8%	-2%	-6%	?	1%	0%	7%
C=CC(=O)N1c2ccccc2Sc2ccc(NC(=O)OCC)cc21	-7%	nt	nt	-4	3%	nt	?
CC(C)n1c(=O)[nH]c2ccccc21	-4%	?	-12%	58	1%	0%	-1%
Cc1ccc(-n2ncc3c2CC(C)(C)CC3NC(=O)CCCN2CCCC2=O)cc1 (stereo not drawn)	2%	-2%	112%[activator]	26	-9%	5%	3%
COC(=O)CC1COc2ccccc2N1C(=O)c1cccc(C(F)(F)F)c1 (stereo not drawn)	-3%	?	26%	-7	-4%	-1%	-4%
COc1ccc(OC)c(NS(=O)(=O)c2ccc(NC(C)=O)cc2)c1	-5%	-5%	-6%	-4	7%	2%	?
CCC(=O)Nc1cccc(NC(=S)NC(=O)c2ccccc2Cl)c1	6%	-6%	-48%	2	2%	0%	2%
CCn1c(SCC(=O)N2CCCCCC2)nc2c([nH]c3ccccc32)c1=O	-9%	0%	-23%	15	-9%	2%	17%
Cc1c(N2C(=O)/C(=C\c3ccc(N(C)C)cc3)N(C)C2=S)c(=O)n(-c2ccccc2)n1C	-28%	-11%	5%	-65*	-16%	-9%	-7%
CCn1c(SCC(=O)N2CCOCC2)nc2c([nH]c3ccccc32)c1=O	11%	-7%	-16%	211	-4%	7%	2%
COc1ccc([C@H]2CC(=O)C=C(c3ccc(F)cc3OCc3ccccc3)C2)cc1	9%	2%	-19%	2	-4%	nt	?
COc1cccc(C(=O)NCC(=O)NCc2cc(=O)n(C)c(=O)n2C)c1OC	3%	-4%	-12%	-2	0%	-9%	5%
COc1ccc(N2CCN(C(=O)Cn3nc(Cc4cccnc4)c4ccccc4c3=O)CC2)cc1	nt	-2%	nt	?	3%	nt	nt
O=C(CSc1nnc(CNC(=O)c2c(F)cccc2F)o1)c1ccc(Cl)cc1	59%[activator]	nt	nt	2	-14%	nt	nt
COc1cc(C2C(C#N)=C(C)NC(C)=C2C#N)cc(OC)c1OC	-5%	?	-14%	-1	0%	-3%	15%
COc1ccccc1CCN=C(N)NS(=O)(=O)c1cccs1	-17%	-6%	-28%	-4	-2%	1%	13%
O=[N+]([O-])c1cc(CN2CCCC2)c2cccnc2c1O	-16%	?	-14%	nt	2%	-1%	11%
CCCCOC(=O)c1ccc(NC(=O)c2cc(=O)c3ccccc3o2)cc1	nt	-8%	nt	6	-1%	nt	nt
Cc1ccc(-c2noc(CNC(=O)c3ccoc3C)n2)cc1	-16%	6%	-6%	-12	5%	-4%	-12%
COc1ccc([N+](=O)[O-])cc1N(CC(=O)NCCSc1ccc(C)cc1)S(C)(=O)=O	5%	-1%	74%[activator]	-21	-9%	2%	?
COc1cccc(NC(=O)CN2C(=O)CSc3ccc(S(=O)(=O)N4CCC(C)CC4)cc32)c1	-13%	4%	-26%	?	-5%	2%	?
CCOc1ccc(N2C(=O)CC(N3CCN(c4ccccc4F)CC3)C2=O)cc1 (stereo not drawn)	1%	-12%	18%	21	-6%	3%	14%
CCN1C[C@@H]2[C@@H]3C(=O)N(Cc4ccccc4)C(=O)[C@@H]3[C@](Cc3ccccc3)(C1=O)N2C(=O)c1ccc(Cl)cc1	10%	nt	nt	-69*	-2%	nt	7%
CC1CCN(C(=O)c2ccc(S(=O)(=O)N3CCCCCC3)cc2)CC1	9%	nt	26%	-18	-20%	nt	-4%
COc1ccc(NS(=O)(=O)c2cc(NC(=O)c3ccc(F)cc3)ccc2OC)cc1	4%[2.32 µM]	5%	-30%	-29	-2%	3%	?
C#CCOCCOCCOCCNc1nc(N2CCN(C(=O)Cn3cc(CCCN=C(N)N)nn3)CC2)nc(N2CCN(C(=O)Cn3cc(CC(C)O)nn3)CC2)n1 (stereo not drawn)	-3%	nt	nt	?	0%	nt	21%
Cc1nc(N[C@@H](Cc2ccccc2)C(=O)O)c2oc3ccccc3c2n1	-12%	5%	-15%	-21	-9%	3%	19%
O=C(COc1ccc(F)cc1)NNC(=O)c1cc2ccccc2oc1=O	55%[activator]	-7%	-22%	-35	1%	0%	-5%
O=C(N/N=C/c1cnc(N2CCCCC2)s1)c1ccc(C(F)(F)F)cc1	13%	5%	-19%	14	0%	4%	11µM*
C=CCn1c(SCc2ccc3nonc3c2)nnc1-c1cccs1	0%	3%	-13%	35	-9%	2%	-16%
Cc1cccc(NC(=O)c2cc(Cl)ccc2[N+](=O)[O-])c1	-12%	-10%	-20%	-83*	-14%	0%	-29%
COc1ccc(CC(=O)Nc2nc(C)cs2)cc1S(=O)(=O)N1CCOCC1	3%	11%	-9%	2	0%	nt	4%

Part of the list above in a different format:
canonical_smiles: COc1ccc(CC(=O)Nc2nc(C)cs2)cc1S(=O)(=O)N1CCOCC1
  AMA1-RON2 inh: 3%	AmpC detergent: 11%	AmpC no deterg: -9%	HCMV inh: 2	TbPYK inhibitor: 0%	LmPK inhibitor: nt	HCV inh: 4%
canonical_smiles: Cc1nc(N[C@@H](Cc2ccccc2)C(=O)O)c2oc3ccccc3c2n1
  AMA1-RON2 inh: -12%	AmpC detergent: 5%	AmpC no deterg: -15%	HCMV inh: -21	TbPYK inhibitor: -9%	LmPK inhibitor: 3%	HCV inh: 19%
canonical_smiles: CCOc1ccc(N2C(=O)CC(N3CCN(c4ccccc4F)CC3)C2=O)cc1 (stereo not drawn)
  AMA1-RON2 inh: 1%	AmpC detergent: -12%	AmpC no deterg: 18%	HCMV inh: 21	TbPYK inhibitor: -6%	LmPK inhibitor: 3%	HCV inh: 14%

Bioassay records from PubChem.
